Compound activity as filed in PubChem.
FXIa inh 1536: blocks human coagulation factor XIa protease activity; P03951; purified FXIa, Boc-Glu-Ala-Arg-AMC fluorogenic substrate; inhibition, % at 5 µM; actives 0.14% (n = 220,000);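 active = inhibition of at least 40%; inactive = inhibition below 40%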;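 note: fluorescence of freed AMC excited at 355 nm; 0% = enzyme without compound and 100% = no enzyme blank; many of its hits are not listed in these tables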
Furin inh: inhibitors of human furin; inhibition, % at 30 µM; actives 0.061% (n = 220,000); AID 463115; P09958; purified furin, fluorogenic substrate cleavage; in the data active = inhibition above about 25%; note: inactives centre near -15
Target sequence (P09958 108-714 limits assumed): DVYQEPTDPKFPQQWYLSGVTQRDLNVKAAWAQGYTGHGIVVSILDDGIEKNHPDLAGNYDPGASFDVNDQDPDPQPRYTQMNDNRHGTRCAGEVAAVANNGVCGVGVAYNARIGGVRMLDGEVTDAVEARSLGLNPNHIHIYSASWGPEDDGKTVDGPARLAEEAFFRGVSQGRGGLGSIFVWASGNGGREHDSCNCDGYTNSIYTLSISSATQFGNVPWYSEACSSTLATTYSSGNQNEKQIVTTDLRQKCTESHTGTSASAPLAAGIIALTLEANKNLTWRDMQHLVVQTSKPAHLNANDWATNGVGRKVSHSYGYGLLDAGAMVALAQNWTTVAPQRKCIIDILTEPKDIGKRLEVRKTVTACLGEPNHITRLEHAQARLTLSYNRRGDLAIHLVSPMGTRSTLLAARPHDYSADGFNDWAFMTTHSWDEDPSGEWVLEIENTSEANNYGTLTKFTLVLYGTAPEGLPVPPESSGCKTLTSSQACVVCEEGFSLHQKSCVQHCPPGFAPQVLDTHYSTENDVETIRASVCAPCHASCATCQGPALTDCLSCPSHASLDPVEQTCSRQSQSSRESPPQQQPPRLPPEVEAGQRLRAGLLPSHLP
m-calpain inh: blocks pig calpain II enzyme activity; inhibition, % at 16 µM; purified calpain II, fluorogenic peptide substrate, 30 min; actives 0.37% (n = 220,000);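 active = inhibition above about 50%, limit read from the data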
Rad51 HR inh: blocks human Rad51 in homologous recombination; hRad51 DNA strand exchange, fluorescence dequenching; inhibition, % at 10 µM; actives 0.085% (n = 200,000); AID 1385;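 active = inhibition above 40% at the single screening dose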;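 note: 0% = DMSO control wells and 100% = blanks with heterologous ssDNA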
Target sequence (Q06609 whole entry, looked up): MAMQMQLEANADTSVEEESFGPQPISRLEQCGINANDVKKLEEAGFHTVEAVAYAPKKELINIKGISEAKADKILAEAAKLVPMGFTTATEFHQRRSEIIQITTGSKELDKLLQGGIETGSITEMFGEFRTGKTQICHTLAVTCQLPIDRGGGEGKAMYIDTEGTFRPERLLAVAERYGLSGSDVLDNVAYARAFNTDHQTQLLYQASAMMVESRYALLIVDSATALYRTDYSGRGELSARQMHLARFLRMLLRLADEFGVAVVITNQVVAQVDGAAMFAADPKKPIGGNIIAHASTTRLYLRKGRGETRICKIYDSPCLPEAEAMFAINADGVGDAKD
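Read-out basis: percent inhibition relative to plate controls and blanks / Assay system: human Rad51 nucleoprotein filaments preassembled on unlabelled ssDNA / Timing: filaments 15 min 37 °C, then compound 30 min / Control set: per-plate controls and blanks / Technique: fluorescence dequenching at 485/520 nm / Compound: 10 µM final, single point / Also added: Fluorescein- and BHQ1-tagged 47-mer duplex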
FXIIa inh 1536: factor XIIa (human) inhibition; P00748; purified FXIIa, Boc-QGR-AMC fluorogenic substrate, 2 h; inhibition, % at 5 µM; actives 0.3% (n = 220,000); in the data active = inhibition above about 40%;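 note: 0% = enzyme with no compound and 100% = blank without enzyme; many of its hits are not listed in these tables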
Cl transport mod: KCC2 (human) Cl- transport modulation | B-score of Tl+ flux slope (higher = more flux/activation; lower = inhibition) at 10 µM | KCC2 cells, thallium flux FluoZin-2 fluorescence | AID 1456 | actives 2.2% (n = 190,000);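 active = thallium flux slope and its plate-corrected score both differing from the plate sample mean at a set confidence after two filtering rounds, in either direction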;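 note: slope of fluorescence scaled to starting intensity during 10 to 20 s after thallium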
Thrombin inh: blocks human thrombin protease activity; P00734; inhibition, % at 5 µM; alpha-thrombin, Boc-VPR-AMC fluorogenic substrate cleavage; actives 0.26% (n = 220,000); AID 1046;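 active = inhibition at or above 40%; inactive = inhibition below 40%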;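 note: 0% = enzyme with no compound and 100% = wells without enzyme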
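System – human alpha-thrombin protein · Reagent – Boc-VPR-AMC substrate, 15 µM final · Compound – 5 µM single dose in 0.2% DMSO · Schedule – reaction at room temperature · Technique – AMC fluorescence at 355 nm excitation and 460 nm emission · Read-out basis – % inhibition relative to enzyme controls and enzyme-free blanks · Control set – no-compound enzyme wells and no-enzyme blanks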
PERK inhibitor: inhibitors of human PERK kinase. AID 1416. inhibition, % at 5.6 µM. Q9NZJ5. actives 0.17% (n = 220,000). CHO PERK-DD fusion, SEAP luminescence translation reporter;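 active = inhibition above the mean inhibition of all tested compounds plus 3 SD, set separately per screening campaign, cut at about 2.9% in these data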;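 note: PERK kinase domain activated by AP20187 dimerizer at 100 nM; 0% = DMSO with dimerizer and 100% = rapamycin at 8.4 µM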
KLK5 inh: inhibitors of human kallikrein 5 | Q9Y337 | recombinant hK5, fluorogenic AMC substrate cleavage | inhibition, % at 5 µM | actives 0.59% (n = 210,000) | AID 873;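 active = inhibition of 40% or more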;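 note: 0% = enzyme controls without compound and 100% = no-enzyme blanks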
The depositor's hits bear a star; i = inactive; x = not tested or not shown; [ ] = dose if it differs, or a comment. Not all compounds are listed (hit frequency here may not be typical).

SMILES	FXIa inh 1536	Furin inh	m-calpain inh	Rad51 HR inh	FXIIa inh 1536	Cl transport mod	Thrombin inh	PERK inhibitor	KLK5 inh
CC(=O)NCC(=O)Nc1ccc(Br)cc1C(=O)c1ccccc1	1	-16	-7	x	8	-0.1	13	0.1	3
CCCOC(=O)Nc1ccc([As](=O)(O)O)cc1NC(=O)OCCC	3	-16	1	6	5	-0.045	0	0.3	2
CC[N+](CC)(CC)CC	3	-23	-1	3	7	0.42	1	x	2
O=[N+]([O-])c1cc(F)c(N2CCCC2)cc1Br	8	-3	-17	-5	11	0.98	7	1.1	22
N[C@@H](Cc1c[nH]c2ccccc12)c1nnc(SCc2c(F)cccc2Cl)o1	-8	-17	0	2	-8	x	-3	0.1	3
c1ccc2c(c1)Sc1ccccc1N2CC1CN2CCC1CC2 (stereo not given)	-3	-22	-7	-3	4	0.46	-1	0.2	0
C/C(=C/C=C/[C@@H](C)C(=O)O)[C@H]1CN[C@H](C(=O)O)[C@H]1CC(=O)O	11	-16	-19	0	17	-0.0019	2	2.2	-3
COc1ccccc1-n1c(O)c(/C=N/N2CCCCC2)c(=O)n(-c2ccccc2OC)c1=S	2	5	-17	2	-1	-0.43	-5	-1.5	-2
CSC1=NP(=S)(SC)N(C)c2nc3n(c21)CCC3 (stereo not given)	-5	-16	-21	-9	3	x	-5	-0.9	-30
COc1ccccc1-n1c(O)c(C=NCCCn2ccnc2)c(=O)[nH]c1=O	1	-32	-31	1	1	0.56	7	0.9	2
COc1ccc(OC)c(CC(=O)O)c1	7	-6	-8	x	22	x	5	0.8	2
CCCC(=O)Nc1ccc(N2CCN(CC)CC2)c(Cl)c1	-5	-19	-22	4	8	x	-4	-0.1	3
Cc1nc2ccc(Cl)cn2c1P(=S)(N1CCOCC1)N1CCOCC1	7	-16	7	1	10	-0.0085	-1	-0.3	7
O=[P+](Cc1ccccc1)Cc1ccccc1	-6	-14[20 µM]	3	2	-12	0.51	-15	0.8	1
CN1C(=O)C(C2(C#N)CCCCC2)C(=O)N(C)C1=O	2	-11[20 µM]	-19	1	12	0.077	-7	0.2	1
Cc1ccc2c(c1)C1CN(C)CCC1N2C(=S)Nc1cccnc1 (stereo not given)	-8	-6	-1	-39	-3	-0.21	-2	0.4	-13
O=C1NC(=O)N(Cc2ccccc2Cl)C(=O)/C1=C/N1CCOCC1	3	-19[20 µM]	-26	-27	-2	x	0	0.5	-15
Clc1ccccc1CN1CCN(c2cccc3[nH]ccc23)CC1	12	-33	8	-3	6	x	2	0.8	3
c1cc2c(cc1CCNC1CCCCCC1)OCO2	4	-12[20 µM]	-17	5	11	-0.82	-1	-0.1	-7
CC(Cc1ccccc1Sc1ccccc1)N(C)C (stereo not given)	9	-10	13	x	12	0.33	-2	-0.8	-9
CCC(C)C12CN3CCN(CC(C)(C3)C1O)C2 (stereo not given)	3	-7	-18	6	4	0.15	x	0.4	-5
Cc1ccc(/C=C2/C(=O)NC(=O)N(CCc3ccc(F)cc3)C2=O)o1	4	-10	-14	-5	10	-0.23	3	0.5	3
FC(F)(F)c1ccc2c(c1)nnn2C1CCN(Cc2nnnn2Cc2ccccc2)CC1	-25	-27	14	-3	2	-1.6	-4	0.5	0
Cc1ccc(N2C(=O)NC(=O)C3(Cc4ccccc4N4CCCC43)C2=O)cc1 (stereo not given)	3	-10[20 µM]	-50	-9	15	0.41	2	-0.2	-19
Cc1cc(C)cc(N2C(=O)NC(=O)/C(=C\c3cccn3-c3ccccc3)C2=O)c1	9	-13	4	x	12	0.16	2	0.2	-17
Further structures follow:
SMILES	FXIa inh 1536	Furin inh	m-calpain inh	Rad51 HR inh	FXIIa inh 1536	Cl transport mod	Thrombin inh	PERK inhibitor	KLK5 inh
COc1cc2c(cc1OC)C(C(=O)N1CCC3(CC1)OCCO3)C(c1ccccc1F)N(C)C2=O (stereo not given)	-9	-10[20 µM]	13	1	-6	1.3	-5	-1.5	-23
CN1CCN(C(=O)COc2ccc(Oc3ccccc3)cc2)CC1	-7	-12	1	24	6	x	-3	0.2	-1
O=C(CF)NC(Nc1cccc2cccnc12)C(Cl)(Cl)Cl (stereo not given)	4	-11[20 µM]	14	1	11	-0.12	-4	-0.6	-3
O=C1NC(=O)N(CCC2=CCCCC2)C(=O)/C1=C/c1ccc(O)cc1	-3	-28	7	2	2	-0.73	-6	0.9	-11
COCCNP(=O)(c1ccccc1)c1nc2ccccc2s1 (stereo not given)	1	-3[20 µM]	6	x	14	1.3	0	1.3	15
CCCc1[nH]nc2c1C1(C(=O)N(Cc3ccccc3)c3ccccc31)C(C(=O)OC)=C(N)O2 (stereo not given)	2	-29[20 µM]	-16	-6	2	x	-5	-2.6	-36
Cc1ccc(NC(=O)c2cn(CCC#N)nc2-c2ccc3c(c2)OCCO3)c([N+](=O)[O-])c1	2	-6	-1	-3	10	0.7	-1	0.5	-1
O=C(NC(=O)N1CCC2(CC1)OCCO2)c1ccc(Cl)cc1	0	-39	1	x	10	-0.16	0	1.2	1
CC/C(=N\Nc1ccccc1)c1c(O)n(C)c(=O)n(C)c1=O	2	-12	7	2	8	-0.36	-9	-0.2	-7
C[N+]12CCC(CC1)C(=C(c1ccccc1)c1ccccc1)C2	8	-30	-16	3	14	1	1	1.1	3
COc1ccc(N=C2SCCCN2C)cc1	-1	17[20 µM]	16	-7	4	0.084	0	1.8	-7
CC(=O)c1ccc2c(c1)C1C(Cl)C(Sc3ccccc3[N+](=O)[O-])CC1C(C(=O)O)N2 (stereo not given)	4	-1	21	-1	1	-2.8	-2	-0.1	-5
Cc1nc2nc(C)c(CCC(=O)N3CCC4(CC3)OCCO4)c(C)n2n1	-8	-23	-11	-2	2	0.64	3	0.9	-5
Cc1cc(O)c(CN2CCN(c3ccccc3)CC2)cc1C	-7	-21[20 µM]	-32	0	3	0.32	-7	0.0	-5
O=C(Nc1ccc(Cl)cc1C(=O)c1ccccc1)c1ccc(Br)o1	-2	-12	16	2	0	1.3	-1	-0.4	3
CCCCn1c(O)c(C(C)=NCCN2CCOCC2)c(=O)[nH]c1=O	1	-9[20 µM]	-12	0	3	1.3	-4	-0.7	-12
CC(CCc1ccccc1)NCCC#N (stereo not given)	5	-13	-16	13	9	-0.056	3	0.9	3
CCC(=NCCCN1CCOCC1)c1c(O)n(Cc2ccccc2)c(=O)[nH]c1=O	6	-10[20 µM]	16	2	-10	x	0	0.3	6
COc1ccc(-n2c(SC)nc3ccccc3c2=O)cc1	-6	-14	-17	1	5	-2.1	-5	-0.6	-20
CN(C)S(=O)(=O)c1cc(NC(=O)COC(=O)Cc2ccccc2)ccc1Cl	3	-8	26	x	3	-1.8	-1	0.2	4
CN1CCN(Cc2ccccc2Sc2ccccc2)CC1	8	-19	-10	x	11	0.54	1	-0.6	-15
CCN(CC)P(=S)(c1c(C)nc2ccccn12)c1c(C)nc2ccccn12	-4	-21	-2	-6	x	0.96	-7	1.3	-3
C=CCOc1ccc(CC2C(=O)N(C)C(=O)N(C)C2=O)cc1	-7	-10[20 µM]	i	3	-1	-0.12	0	-0.8	-61
O=c1cccc2n1CC1CC2CN(C(c2ccccc2)c2sc3ncnn3c2O)C1 (stereo not given)	4	-27	0	-2	16	-0.32	-5	0.6	-9
COc1ccc(C2=NCC(=S)Nc3ccc(Cl)cc32)cc1Cl	-2	0	16	-6	7	x	-8	0.0	3
Next entries
SMILES	FXIa inh 1536	Furin inh	m-calpain inh	Rad51 HR inh	FXIIa inh 1536	Cl transport mod	Thrombin inh	PERK inhibitor	KLK5 inh
O=c1[nH]c(=O)n(CCc2ccc(F)cc2)c(O)c1C=NCCCn1ccnc1	-14	-17	-7	-7	15	0.13	0	-0.3	3
Cc1nc2ccccc2c(=O)n1-c1ccc(Cl)cc1[N+](=O)[O-]	1	-24	-4	29	7	-0.02	-1	1.3	-2
CCc1ccc(-n2c(O)c(/C=N/N3CCCCC3c3cccnc3)c(=O)[nH]c2=O)cc1 (stereo not given)	7	-27	16	x	11	-0.22	-6	-0.1	-24
CC(=O)N1CN2CN(C1)CN(C(C)=O)C2	1	-16	-4	x	6	1	-5	0.0	-10
O=c1[nH]c(=O)n(Cc2ccccc2)c(O)c1/C=N/NCCO	-2	-9	3	-26	8	0.54	-5	0.1	-1
CC(=O)NC(Cc1ccc(N(CCCl)CCCl)cc1)C(=O)NCC(=O)NCC(=O)O (stereo not given)	-3	-17	-31	11	3	0.08	-6	1.6	-3
Cn1c(O)c(C=NCCc2c[nH]c3ccccc23)c(=O)n(C)c1=O	-5	-34	0	0	1	0.95	-1	-0.1	-3
COc1ccccc1N1CCN(Cc2ccc(Cl)cc2Cl)CC1	-6	-13[20 µM]	15	11	12	0.17	3	-0.9	-9
O=C(c1ccc2c3c(cccc13)CC2)C1CCCN(CC2CC2)C1 (stereo not given)	-3	-28	i	4	4	x	-18	-0.4	-1
COc1cc2c(cc1/C=C/[N+](=O)[O-])OCO2	42*	-2	18	-4	39	-0.93	16	-0.2	40*
O=C1NC(=S)NC(=O)C12C(c1ccc(F)cc1)NC(=S)NC2c1ccc(F)cc1 (stereo not given)	21	-25[20 µM]	-69	-3	28	x	4	-0.1	-4
CN1C(=O)C(=Cc2ccc(N3CCCCCC3)cc2)C(=O)N(C)C1=O	9	-2	-6	-41	12	0.47	1	0.6	6
CN1c2ccccc2Oc2ccccc21	9	-22	3	x	16	0.95	3	0.9	-3
CCCC[N+]12CCC(CC1)C(C(O)(c1ccccc1)c1ccccc1)C2 (stereo not given)	-3	-6	-5	14	-3	0.46	-7	0.3	-3
CN1CCN(c2ccc([N+](=O)[O-])c(Sc3ccccn3)c2)CC1	0	-7	0	0	2	-0.49	-1	-1.6	0
O=c1c2ccccc2nc(-c2ccoc2)n1-c1ccccc1Cl	-6	-24[20 µM]	25	-3	2	x	-4	-0.2	-12
O=C(CSc1ccccc1)N1CCC2(CC1)OCCO2	4	-30[20 µM]	0	0	15	-0.27	3	2.0	-6
C=C1C[C@]2(O)[C@@]3(C)CCC(=O)C(C)(C)C3=C(O)C(=O)[C@@]2(C)[C@@H]2C(=O)O[C@@](C)(C(=O)OC)C(=O)[C@@]12C	2	-24	6	-4	8	-0.15	-2	0.3	0
O=c1[nH]c(=O)n(Cc2ccc(F)cc2)c(O)c1/C=N/Nc1ccccc1	5	2	32	3	9	0.33	4	-0.9	5
CN(C)C(=O)Oc1cc(=O)n2c3c(cccc13)CCC2	-3	1	15	x	-4	-1.9	-3	-0.4	-6
CN(C)P(=O)(NC(=O)c1cccn1C)N(C)C	0	-27	-16	19	9	0.11	3	0.6	2

Reformatted with two lines to a compound: entries from further up.
Fields: FXIa inh 1536	Furin inh	m-calpain inh	Rad51 HR inh	FXIIa inh 1536	Cl transport mod	Thrombin inh	PERK inhibitor	KLK5 inh
O=c1[nH]c(=O)n(Cc2ccc(F)cc2)c(O)c1/C=N/Nc1ccccc1
→ 5	2	32	3	9	0.33	4	-0.9	5
CN1CCN(C(=O)COc2ccc(Oc3ccccc3)cc2)CC1
→ -7	-12	1	24	6	x	-3	0.2	-1
Cc1cc(C)cc(N2C(=O)NC(=O)/C(=C\c3cccn3-c3ccccc3)C2=O)c1
→ 9	-13	4	x	12	0.16	2	0.2	-17
Cc1nc2ccc(Cl)cn2c1P(=S)(N1CCOCC1)N1CCOCC1
→ 7	-16	7	1	10	-0.0085	-1	-0.3	7
CCCC[N+]12CCC(CC1)C(C(O)(c1ccccc1)c1ccccc1)C2 (stereo not given)
→ -3	-6	-5	14	-3	0.46	-7	0.3	-3
COc1ccccc1-n1c(O)c(/C=N/N2CCCCC2)c(=O)n(-c2ccccc2OC)c1=S
→ 2	5	-17	2	-1	-0.43	-5	-1.5	-2
